High-throughput results: PubChem, National Center for Advancing Translational Sciences (NCATS)
DT40 TDP1 CPT = growth inhibition of DT40 Tdp1-/-;hTDP1 cells with camptothecin (screen for TDP1 inhibitors); Potency, µM (titrated, usually from 46.2 µM), for inactives: at the top dose activity change, negative = growth inhibition, most hits filed as inhibitors; actives 12% (n = 420,000); chicken DT40 Tdp1-/-;hTDP1 cells + 20 nM CPT, ATP luminescence, 48 h; also: nearly all actives have a fitted effect of over 55% in size
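Chicken DT40 Tdp1-/- cells complemented with human TDP1, 400 cells/well, exposed to compounds plus 20 nM camptothecin for at least 48 h at 37 C; viability read as ATP content by CellTiter-Glo luminescence.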
GCN5L2 inh = blocks human GCN5L2 histone acetyltransferase; Q92830; GCN5L2 HAT assay, ThioGlo1 CoA-SH fluorescence; Potency, µM (titrated, usually from 58.9 µM), for the others: top-dose activity change, negative = inhibition, actives largely listed as inhibitors; actives 0.21% (n = 390,000); AID 504327
Target sequence (Q92830 whole entry, looked up): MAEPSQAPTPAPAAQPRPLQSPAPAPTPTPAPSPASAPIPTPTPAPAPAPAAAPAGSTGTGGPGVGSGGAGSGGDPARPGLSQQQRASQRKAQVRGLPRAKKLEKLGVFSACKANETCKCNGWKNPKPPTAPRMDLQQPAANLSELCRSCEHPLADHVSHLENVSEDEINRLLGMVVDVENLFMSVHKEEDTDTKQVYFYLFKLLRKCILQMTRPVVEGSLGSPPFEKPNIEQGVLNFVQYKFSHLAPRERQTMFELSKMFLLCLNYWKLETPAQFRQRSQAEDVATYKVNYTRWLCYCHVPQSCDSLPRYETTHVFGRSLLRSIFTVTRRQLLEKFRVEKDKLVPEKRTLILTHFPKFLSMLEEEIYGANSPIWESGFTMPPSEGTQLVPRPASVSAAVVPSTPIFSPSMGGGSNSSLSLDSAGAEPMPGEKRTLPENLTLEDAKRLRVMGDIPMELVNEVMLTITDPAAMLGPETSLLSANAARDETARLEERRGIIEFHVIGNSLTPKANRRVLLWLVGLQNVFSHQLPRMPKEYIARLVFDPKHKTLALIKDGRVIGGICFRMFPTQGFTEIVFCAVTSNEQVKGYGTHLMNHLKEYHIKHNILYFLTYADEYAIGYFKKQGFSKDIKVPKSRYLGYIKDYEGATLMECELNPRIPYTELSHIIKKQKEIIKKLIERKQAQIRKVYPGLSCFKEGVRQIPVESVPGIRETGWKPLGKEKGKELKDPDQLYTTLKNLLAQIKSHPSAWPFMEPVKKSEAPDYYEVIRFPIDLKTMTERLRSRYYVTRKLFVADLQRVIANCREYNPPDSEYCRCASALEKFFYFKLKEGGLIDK
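Preincubate 20nM GCN5L2 with compound 15 min, RT → add 50uM ThioGlo1 + 75uM H3(1-25) + 70uM acetyl-CoA → read fluorescence 0 and 20 min. Primary qHTS; fluorescent artifacts likely.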
TDP1 cell noCPT = qHTS for Inhibitors of human tyrosyl-DNA phosphodiesterase 1 (TDP1): qHTS in cells in absence of CPT; DT40 Tdp1-/- hTDP1 cells, no CPT, ATP luminescence, 48 h; Potency, µM (doses to about 46.2 µM), for inactives: at the highest dose activity change, negative = growth inhibition, usual class: inhibitors; actives 15% (n = 420,000); also: nearly all actives have a fitted effect of over 55% in size
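Chicken DT40 Tdp1-/- cells complemented with human TDP1, screened without camptothecin (DMSO vehicle only), 400 cells/well. Compounds pin-transferred, cells incubated at 37 °C for at least 48 hr. Growth read as ATP-dependent luminescence (CellTiter-Glo, 30 min at RT).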
The depositor's hits bear a star; ? = inconclusive; / = no result given; & = joins results of further samples; [ ] = remark or other dose. Calls follow the shape of the dose curve; as a rule, active = well fitted curve in the direction sought with a large enough effect; inconclusive = small, poorly fitted or top-dose-only effect, or another doubt; inactive = no such curve, though single readings can be large; an effect the other way counts as inactive or inconclusive. % is scaled to controls: 0 for no effect and ±100 for the full control effect; potency is read from the fitted curve at half-maximal effect. An excerpt; count on the stated rates, not on these rows.

SMILES	DT40 TDP1 CPT	GCN5L2 inh	TDP1 cell noCPT
CCOc1ccc(C(=O)N/N=C(/C)C2C(=O)c3ccccc3C2=O)cc1	0.58µM*	2%	0.65µM*
CCC1CCc2sc(C(=O)NCC(c3ccc(OC)cc3)N3CCOCC3)cc2C1 (stereo unspecified)	23µM*	-8%	13µM*
COC(=O)c1c(NC(=O)c2cc3nc(-c4ccc(Br)cc4)cc(C(F)(F)F)n3n2)sc2c1CCCC2	?	-3%	?
Cc1nnc(SCC2=C(C(=O)O)N3C(=O)C(NC(=O)Cn4nc(C(F)F)cc4C)C3SC2)s1 (stereo unspecified)	1%	-9%	-4%
Cc1ccccc1-c1cc(C(=O)O)n(CC2CC(c3cccnc3)=NO2)n1 (stereo unspecified)	17%	2%	20%
CCOc1ccc(NC(=O)c2cnn(-c3ccc(C)c(C)c3)c2C2CCN(C(=O)OC(C)(C)C)CC2)cc1	16µM*	-1%	16µM*
Cc1c(NC(=O)CCc2ccc(S(=O)(=O)N3CCOCC3)cc2)c(=O)n(-c2ccccc2)n1C	1%	/	-13%
CN(C)S(=O)(=O)c1cccc(NC(=O)COC(=O)c2ccc([N+](=O)[O-])o2)c1	-17%	-1%	-2%
COc1ccc2c(c1)OC(=O)CC2c1ccccc1OC (stereo unspecified)	-23%	-6%	1%
CN(C)CCN(C(=O)c1ccc2ccccc2c1)c1nc2c(F)cccc2s1	-26%	-2%	5%
CCc1onc(C)c1C(=O)Nc1ccc2c(c1)OCO2	-1%	-5%	-12%
COc1ccc(CCN2CC(C(=O)N(C)CC(=O)Nc3cccc(F)c3)CC2=O)cc1OC (stereo unspecified)	0%	-9%	-1%
CC1CC2(CCCC2)Nc2ccc(F)cc21 (stereo unspecified)	-6%	-8%	-5%
CNS(=O)(=O)c1cccc(C(=O)OCC(=O)N(CCC#N)c2ccccc2)c1	12%	-2%	13%
O=C(NCc1ccccn1)C1CCN(S(=O)(=O)c2cc(Cl)ccc2Cl)CC1	3%	2%	-11%
O=C(Cc1ccccc1)NCc1nc2ccccc2[nH]1	-24%	/	-12%
COc1ccc(/C(N)=N/OC(=O)CN(C)S(=O)(=O)c2ccc(C)cc2)cc1	?	-17%	?
Cc1ccc(C(=O)COC(=O)COc2ccccc2C)cc1	-12%	-15%	-4%
O=C(O)c1ccc(N2CC3CC(C2)c2cccc(=O)n2C3)c(NS(=O)(=O)c2cccc(C(F)(F)F)c2)c1 (stereo unspecified)	-3%	-5%	?
O=C1C2C(C(=O)N1/N=C/c1cccc([N+](=O)[O-])c1)C1C=CC2C12CC2 (stereo unspecified)	-26%	-3%	-5%
CCN1CCC(O)(C(C(=O)O)c2ccccc2)CC1 (stereo unspecified)	5%	/	4%
N#Cc1c(-c2ccc3c(c2)OCO3)csc1N	-19%	-2%	-26%
COc1ccc(N2CCN(S(=O)(=O)c3ccc4oc(=O)c5ncn(C)c5c4c3)CC2)cc1	-7%	-8%	-5%
Cc1cccc(NNC(=O)C(=O)NNc2cccc(C)c2)c1	20%	0%	-24%
COc1ccccc1NS(=O)(=O)c1ccc(C)c(C(=O)NCC(c2cccs2)N2CCOCC2)c1 (stereo unspecified)	?	/	?
COCCNC(=O)C1CCC(CNS(=O)(=O)c2ccccc2)CC1 (stereo unspecified)	3%	-15%	-18%
CCOc1ccc(CNc2ccc(CNc3ncn[nH]3)cc2)cc1	-17%	-1%	-22%
CCCc1nn2c(=O)cc(COC(=O)c3ccccc3NC(=O)COc3ccccc3)nc2s1	?	9%	-20%
O=C(COC(=O)c1cnccn1)NCCc1ccccc1	3%	-6%	-5%
Cc1ccc(S(=O)(=O)N2[C@@H](c3ccc(Br)cc3)C(C(=O)O)=C[C@H]2C(C)(C)C)cc1	-16%	-2%	?
CCS(=O)(=O)c1ccc2c(c1)N(S(C)(=O)=O)CC(C(=O)NN)O2 (stereo unspecified)	-19%	-7%	-12%
CCOC(=O)C[C@H]1c2ccccc2S(=O)(=O)N1C1CC1	?	/	0%&-3%
CC(C)Cn1c(CN2CCN(c3ccccc3F)CC2)nc2c1c(=O)[nH]c(=O)n2C	-29%	-1%	?
COCC(C)NC(C(=O)Nc1cccc(C(C)=O)c1)c1ccccc1 (stereo unspecified)	-5%	-9%	-12%
CCCc1nn2c(=O)cc(CSCC(=O)Nc3cccc(OC)c3)nc2s1	1%	0%	27%
COc1cc(NC(=O)Cc2ccccc2)cc(OC)c1	7%	0%	?
COc1ccc(NC(=O)CNC(=O)Cc2ccccc2)cc1	-1%	-5%	25%
COc1cc(CCC(=O)OCC(=O)N(CC(C)C)C2CCS(=O)(=O)C2)cc(OC)c1OC (stereo unspecified)	-6%	0%	-5%
CC(C)n1nc(C(=O)OCC(=O)c2c[nH]c3ccccc23)c2ccccc2c1=O	?	-7%[0.501 µM]	?
O=C(COC(=O)C12CC3CC(CC(C3)C1)C2)NNC(=O)c1ccccc1	-16%	0%	1%
CCOC(=O)c1ccc(S(=O)(=O)NNC(=O)c2ccc3c(c2)nc(C)n3CC)cc1	3%	-2%	8%
CC(C)n1c(SCC(=O)N2CCCCC2)nc2c1c(=O)n(C)c(=O)n2C	-8%	-3%	-19%
CC(C)NC(=O)c1ccc(NC(=O)N2CCCCc3ccccc32)cc1	-21%	29%	?
COc1ccc(S(=O)(=O)N2CCOCC2)cc1NC(=O)CN(C)CC(=O)Nc1cccc(F)c1	-18%	2%	-14%
Cc1cc(=O)[nH]c(SCC(=O)Nc2ccc(C)c(S(=O)(=O)N3CCCCC3)c2)n1	-23%	-16%	-16%

Part of the list above, bar-delimited:
compound | DT40 TDP1 CPT | GCN5L2 inh | TDP1 cell noCPT
O=C1C2C(C(=O)N1/N=C/c1cccc([N+](=O)[O-])c1)C1C=CC2C12CC2 (stereo unspecified) | -26% | -3% | -5%
N#Cc1c(-c2ccc3c(c2)OCO3)csc1N | -19% | -2% | -26%
COc1ccc(CCN2CC(C(=O)N(C)CC(=O)Nc3cccc(F)c3)CC2=O)cc1OC (stereo unspecified) | 0% | -9% | -1%
COc1ccccc1NS(=O)(=O)c1ccc(C)c(C(=O)NCC(c2cccs2)N2CCOCC2)c1 (stereo unspecified) | ? | / | ?
CCOC(=O)C[C@H]1c2ccccc2S(=O)(=O)N1C1CC1 | ? | / | 0%&-3%

Profiles as entered above:
COc1cc(CCC(=O)OCC(=O)N(CC(C)C)C2CCS(=O)(=O)C2)cc(OC)c1OC (stereo unspecified) is entered as DT40 TDP1 CPT = -6%; GCN5L2 inh = 0%; TDP1 cell noCPT = -5%
COc1cc(NC(=O)Cc2ccccc2)cc(OC)c1 is entered as DT40 TDP1 CPT = 7%; GCN5L2 inh = 0%; TDP1 cell noCPT = ?

(further entries)
SMILES	DT40 TDP1 CPT	GCN5L2 inh	TDP1 cell noCPT
O=C(NCc1ccccc1)Nc1cccn(Cc2ccccc2F)c1=O	?	3%	?
O=S1(=O)NC(=NCC(c2ccco2)N2CCCCC2)c2ccccc21 (stereo unspecified)	-20%	-8%	-2%
O=C(Nc1ccc2oc(-c3cccnc3)nc2c1)c1ccccc1F	-20%	-16%	-19%
O=C(Nc1ccc(N2CCOCC2)cc1)c1csc([C@H]2C[C@H](O)[C@@H](CO)O2)n1	-25%	/	-13%
Cc1nc(N2CCN(C)CC2)c2c(C)c(C(=O)Nc3ccc(C)c(F)c3)sc2n1	16µM*	-9%	?
CC(NC(=O)COc1ccccc1)C(=O)OCC(=O)c1cc2ccccc2o1 (stereo unspecified)	-18%	-4%	?
COCCNC(=O)C1(C)CCCN(CCOc2ccc(Cl)cc2)C1 (stereo unspecified)	?	/	15µM*
CCOC(=O)N1CCN(c2c(N3CCN(c4ccc(F)cc4)CC3)c(=O)c2=O)CC1	-11%	-7%	?
O=c1c(Cl)cc(Cl)nn1-c1ccccc1	2.1µM*	-5%	1.5µM*
COCCNC(=O)Cn1nc(C)c2c(C)n(-c3ccc(C)cc3)nc2c1=O	-4%	-7%	-13%
COc1cccc(NC(=O)c2ccccc2NC(=O)c2ccncc2)c1	?	-5%	-72%
Cc1ccc(S(=O)(=O)N2CC3(O)CN(C(=O)OC(C)C)N(C(=O)OC(C)C)CC3(OC(=O)NCc3ccccc3)C2)cc1 (stereo unspecified)	?	/	21µM*
O=S(=O)(CC(CN1CCCCC1)N1CCCCC1)c1ccccc1 (stereo unspecified)	7.3µM*	7%	4.6µM*
O=C1NN(c2cccc(Br)c2)C(=O)/C1=C\c1ccc(N2CCOCC2)cc1	-5%	2%	3%
COc1ccc(OC)c2[nH]c(=O)c(CCNC(=O)C(=O)c3c[nH]c4ccccc34)cc12	10µM*	-4%	7.3µM*

Molecules listed so far with a cyano group, in the order listed:
SMILES	DT40 TDP1 CPT	GCN5L2 inh	TDP1 cell noCPT
CNS(=O)(=O)c1cccc(C(=O)OCC(=O)N(CCC#N)c2ccccc2)c1	12%	-2%	13%
N#Cc1c(-c2ccc3c(c2)OCO3)csc1N	-19%	-2%	-26%

Next section:
SMILES	DT40 TDP1 CPT	GCN5L2 inh	TDP1 cell noCPT
COc1ccc(CCN2C(=O)c3[nH]nc(-c4ccccc4O)c3C2c2ccc(OC)c(OC)c2)cc1 (stereo unspecified)	-119%	2%	?
Nc1nnc(SCC(=O)N2CCCCC2)s1	6%	-1%	13%
COc1ccc(/C=N/NC(=O)c2ccc3c(c2)OCCO3)c(OC)c1	2%	-24%	-1%
COc1ccc(C(CC(=O)Nc2cc(C)ccn2)N2Cc3ccccc3C2=O)cc1 (stereo unspecified)	?	2%	13µM*
O=C(c1cccnc1Cl)N1CCOCC1	?	-3%	-9%
COc1ccc(NC(=O)c2cc(S(=O)(=O)N3CCCCC3)cn2C)cc1Cl	-10%	6%	-26%
CCn1nnnc1SCC(=O)Nc1nc2ccccc2s1	-4%	-6%	-14%
O=C(Nc1ccc(Cl)cc1)c1cc2c(cc1O)[nH]c1ccccc12	3.3µM*	-6%	4.1µM*
COc1cccc(CNC(=O)Cn2ccc3cc(S(=O)(=O)N4CCCC4)ccc32)c1	?	-5%&-2%	?
COc1ccc(S(=O)(=O)N2CCN(C)CC2)cc1Br	-2%	-4%	-7%
CCCN(Cc1cc2ccc(C)cc2[nH]c1=O)C(=O)c1cccnc1	1%	-13%	-13%
O=C(N/N=C/c1sc(=O)n(-c2ccccc2)c1Cl)c1ccncc1	?	-5%	?
Cc1ccc(S(=O)(=O)Nc2ccccc2C(=O)N2CCCCC2C)c(C)c1NS(C)(=O)=O (stereo unspecified)	-12%	-4%	-21%
COc1ccccc1NC(=O)CSc1ncc2c(n1)-c1cc(Cl)ccc1N(Cc1ccccc1)S2(=O)=O	?	-1%	?
Cc1ccc(NC(=O)C2CC(=O)N(C(C)C)C2)cc1C (stereo unspecified)	-15%	-10%	-17%
C[C@@H](NS(=O)(=O)c1ccc(Br)cc1F)[C@@H](O)c1ccccc1	?	-2%	-30%
Cc1ccc(/C=N\NC(=O)CC(=O)NCCc2ccccc2)cc1	8%	0%	1%
Cc1cc(C)c(S(=O)(=O)N2CCN(c3ccccc3)CC2)c(C)c1	?	-27%	?
CC(=O)OCc1c(F)c(F)c(-n2nc(C)cc2C)c(F)c1F	-23%	-2%	-3%
Cc1c(Cc2c(Cl)cccc2Cl)c(=O)ccn1C(C)c1ccccc1 (stereo unspecified)	?	-3%	?
CC1CCCC(C)N1C(=O)COC(=O)c1ccc(F)c(S(=O)(=O)N2CCOCC2)c1 (stereo unspecified)	2%	1%	-9%
O=C(CSc1nnc(-c2ccc(Cl)cc2)n1-c1ccccc1)N/N=C/c1ccccc1C(=O)O	6%	2%	-9%
Cc1ccc(NC(=O)CN(C)C(=O)Cc2ccc3c(c2)CCC3)cc1	?	-8%	-27%
O=C(Nc1cc(Cl)ccc1F)c1ccc(-n2cncn2)c([N+](=O)[O-])c1	-8%	?	?
COc1ccc(C(=O)NCCCOc2cccnc2)cc1OC1CCN(C(C)=O)CC1	-1%	-9%	-21%
O=C(CCc1ccccc1)N[C@@H]1c2ccccc2CC[C@@H]1OCc1ccccc1	-24%	-2%	-21%
Cc1ccc(C)c(N2CCN(CCCNC(=O)c3cnn(-c4ccccc4Cl)c3C3CCN(C(=O)OC(C)(C)C)CC3)CC2)c1	4.6µM*	-10%	4.6µM*
CCOC(=O)Oc1ccc(C(=O)OCCCN(C)C)cc1OC	7%	-6%	7%
COc1cccc(/C=N\NC(C)=O)c1OC/C=C/c1ccccc1	?	-3%	?
CSCC(=O)N1CCCC(CO)(CCCc2ccccc2)C1 (stereo unspecified)	-15%	-4%	-22%
COCC(C)NC(=O)c1cc2c(ccc3ccccc32)oc1=O (stereo unspecified)	?	-17%	?
CCOc1ccccc1NS(=O)(=O)c1cccc2nsnc12	-14%	-17%	-7%
